PGK inhibitor – inhibitors of T. brucei phosphoglycerate kinase; PGK/GAPDH coupled, Kinase-Glo luminescence, 60 min; Potency, µM (highest dose often 57.5 µM), for inactives: at the top dose activity change, negative = inhibition, usual class: inhibitors; 380,000 compounds, 0.043% hits; note: potency is the fitted concentration of half-maximal effect; nearly all actives have a fitted effect of over 60% in size
Target sequence (P07378 whole entry, looked up): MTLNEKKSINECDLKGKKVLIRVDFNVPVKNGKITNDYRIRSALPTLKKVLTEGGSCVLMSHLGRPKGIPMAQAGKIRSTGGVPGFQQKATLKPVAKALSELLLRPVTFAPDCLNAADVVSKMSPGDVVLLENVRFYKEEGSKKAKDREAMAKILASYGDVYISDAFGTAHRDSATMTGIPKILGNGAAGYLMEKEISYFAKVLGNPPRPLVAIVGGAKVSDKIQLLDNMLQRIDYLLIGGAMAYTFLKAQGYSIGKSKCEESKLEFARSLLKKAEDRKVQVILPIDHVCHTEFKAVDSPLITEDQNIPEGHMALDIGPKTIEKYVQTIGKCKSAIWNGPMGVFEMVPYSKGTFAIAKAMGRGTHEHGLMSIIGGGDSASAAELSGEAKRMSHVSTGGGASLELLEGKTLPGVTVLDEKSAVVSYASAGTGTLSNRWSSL
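Recombinant glycosomal PGK reaction used 1,3-bisphosphoglycerate generated in-well by GAPDH (100nM final) in 100mM TEA pH 7.6, 5mM MgCl2, 0.01% Tween-20. After 60 minutes at room temperature, ATP was read by Kinase-Glo Plus luminescence end-point.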
POLH inh – inhibitors of human DNA polymerase eta; Q9Y253; AID 588591; 390,000 compounds, 1.2% hits; recombinant Pol eta, fluorescent DNA replication assay; Potency, µM (top dose mostly 114 µM), for the others: at the highest dose activity change, negative = inhibition, most hits filed as inhibitors; note: potency is the fitted concentration of half-maximal effect
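Pol eta at 10 nM preincubated with compounds 15 min at room temperature; reaction started with fluorescent substrate (50 nM final) and read kinetically at 0 and 10 min.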
RXFP1 antagonist – antagonists of human relaxin receptor RXFP1 | Q9HBX9 | HEK293-RXFP1, relaxin-stimulated cAMP HTRF, 30 min; active compounds read low | activity change, negative = inhibition, % at 57.5 µM | 350,000 compounds, 0.59% hits | AID 1259400;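 active = activity change of -60% or lower, but not beyond a set lower limit; inconclusive = change between -60% and -40%, or beyond the set limit; inactive = change above -40%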
* = called active by the depositor; i = inactive; ? = inconclusive. Unless noted, calls come from the whole dose curve; as a rule, active = well fitted curve in the direction sought with a large enough effect; inconclusive = small, poorly fitted or top-dose-only effect, or another doubt; inactive = no such curve, though single readings can be large; an effect the other way counts as inactive or inconclusive. % is set by controls: 0 for no effect and ±100 for the full control effect. Only part of the results is shown, so the mix of outcomes need not match the whole.

SMILES | PGK inhibitor | POLH inh | RXFP1 antagonist
O=c1[nH]nc(-c2cc(-c3ccccc3)nc3ccccc23)o1 | -1% | -11% | 4
CCc1nc2c(=O)[nH]cnc2o1 | -7% | -10% | 4
COc1ccc(N)cc1NC(=O)CN1CCOCC1 | i | -8% | 0
O=C1NCCCC1(c1ccccc1)c1ccccc1 | -3% | -18% | 3
O=C(c1cc(COc2cccc3cccnc23)on1)N1CCC[C@H]1CO | -1% | -9% | 0
O=C(c1cccs1)N1CCN(Cc2nc(-c3ccccc3)no2)CC1 | i | -6% | 4
O[C@H]1C[C@H](c2ccccc2)N(Cc2cccs2)C[C@@H]1n1cc(C2CC2)nn1 | -10% | -18% | -17
COc1ccc([C@@H]2[C@@H](C)N(c3ccccc3)c3ccccc3C(=O)N2Cc2ccccc2)cc1 | 6% | -24% | -9
COCOCCn1cc(CN2CCS(=O)(=O)N(Cc3ccc(-c4ccccc4)cc3)C(CC(C)C)C2=O)nn1 (centres undefined) | -8% | -30% | 10
CCCc1cc(C(=O)Nc2cccc(-c3nn[nH]n3)c2)sc1C | -9% | 2% | 4
CCC(=O)N(C)C[C@H]1Oc2cc(-c3ccccc3F)ccc2S(=O)(=O)N([C@H](C)CO)C[C@H]1C | -7% | -23% | 5
COc1ccc(NC(=O)COC(=O)C2COc3ccccc3O2)cc1OC (centres undefined) | -2% | -7% | -2
Cc1ccc([C@@H]2CC(=O)[C@@H]3CN(S(=O)(=O)c4ccc(C)cc4)[C@H](c4ccc(Cl)cc4)C[C@@H]3N2S(=O)(=O)c2ccc(Cl)cc2)cc1 | 0% | -15% | -4
Cc1ccc(S(=O)(=O)CCC(=O)OCC(=O)Nc2sccc2C#N)cc1 | -5% | 28µM* | 3
Cc1cc(F)ccc1S(=O)(=O)N1CCCOC1CNC(=O)C(=O)NCCc1ccco1 (centres undefined) | i | -1% | 1
CCCCN1C(=O)C(CC(=O)NC(c2ccccc2)c2ccccc2)CC(C(=O)N(C(C)C)C(C)C)=C1C (centres undefined) | -8% | -9% | 9
CCn1c(SCC(=O)NC2CC2)nnc1-c1ccccc1 | -3% | -15% | -1
O=C(CSc1n[nH]c(=O)n1CCc1ccccc1)NC1CCCC1 | 7% | -17% | -3
C[C@@H]1CN([C@@H](C)CO)C(=O)CCCn2nncc2CO[C@@H]1CN(C)C(=O)Nc1cccc(C(F)(F)F)c1 | 4% | 5% | -7
O=C(COC(=O)c1c[nH]c2ccccc12)NCc1ccccc1 | 5% | -9% | 3
CCOC(=O)CC(=O)Nc1cc2ccc(OC)c(OC)c2cc1C(=O)OCC | -5% | -22% | 2
Cc1ccc(C(=O)NCCc2nnc3ccc(SCC(=O)Nc4nnc(C)s4)nn23)cc1 | -1% | -17% | 5
C[C@H](NC(=O)C1CCN(S(=O)(=O)c2ccccc2)CC1)C(=O)NCc1ccncc1 | -2% | -6% | -4
O=C(NCc1nnnn1-c1ccc(F)cc1)C(=O)c1c[nH]c2ccccc12 | -2% | -9% | 5
COc1ccccc1NC(=O)N(C)C[C@@H]1OCc2cnnn2CCCC(=O)N([C@@H](C)CO)C[C@@H]1C | -8% | -2% | 10
CSc1cccc(NC(=O)C2CCCN(S(C)(=O)=O)C2)c1 (centres undefined) | -4% | -3% | 2
CC(C)C1C(=O)N(Cc2cn(CCC3OCCO3)nn2)CCS(=O)(=O)N1Cc1ccc(-c2ccc(Cl)c(Cl)c2)cc1 (centres undefined) | 1% | -12% | -7
CCOc1cccc(CN2CCC(Oc3ccc(C(=O)N4CCCC4)cc3)CC2)c1O | -5% | -19% | -1
O=C(O)c1ccc(N2C(=O)c3ccccc3C2=O)cc1[N+](=O)[O-] | -4% | -2% | 21
COc1ccc(NC(=O)C[C@H]2C(=O)N(c3ccc(OC)cc3)C[C@@H]2c2ccc(Br)cc2)cc1 | -2% | -19% | 0
Cc1ccc([C@H]2N[C@]3(CCCN(CC4CCCCC4)C3=O)[C@H]3C(=O)N(C)C(=O)[C@@H]23)cc1 | -1% | -12% | 5
O=C1CC=Nc2ccc([N+](=O)[O-])cc21 | -2% | -1% | 7
O=S(=O)(NCCS(=O)(=O)N1CCN(c2ccc(F)cc2)CC1)c1ccccc1 | 4% | -5% | 2
C[C@H]1CN([C@@H](C)CO)C(=O)CCCn2nncc2CO[C@H]1CN(C)C(=O)C1CCCCC1 | 0% | -12% | 8
COc1cc(/C=C/CNC[C@H]2O[C@@H](n3cc(C)c(=O)[nH]c3=O)C[C@@H]2O)ccc1O | 7% | -7% | 12
CC1(C)N=C(N)N=C(N)N1c1ccc(OCC(=O)N2CCOCC2)c(Cl)c1 | 8% | -4% | -1
O=P(c1ccccc1)(c1ccccc1)c1ccccc1C(Br)Br | 2% | -4% | -8
COc1ccc([C@H]2N[C@]3(CCCN(CC4CCCCC4)C3=O)[C@H]3C(=O)N(Cc4ccccc4)C(=O)[C@@H]23)cc1 | -2% | -13% | 9
O=C(CCNC(=O)N1CC(=O)Nc2ccccc21)NCc1ccccc1 | -7% | -15% | 1
O=C(NCC(c1ccco1)N1CCN(c2ccccc2)CC1)C1CCCCC1 (centres undefined) | -8% | -10% | 0
CCOc1ccc(CNC(=O)CN2C(=O)CSc3ccc(S(=O)(=O)N4CCOCC4)cc32)cc1 | -1% | 4% | 6
Cc1cc(C)c(S(=O)(=O)N(C)CC(=O)N2CCCC2)c(C)c1 | -7% | 2% | -3
CC(=O)NC[C@H]1O[C@@H](n2ccc(N)nc2=O)[C@H](O)[C@@H]1O | -6% | -2% | -10
C[C@@H]1CN([C@@H](C)CO)C(=O)CCCn2nncc2CO[C@@H]1CN(C)S(=O)(=O)c1cccs1 | -5% | -19% | -5
CC(=O)Nc1cccc(NC(=O)C(=O)c2cn(CC(=O)N3CCCC3)c3ccccc23)c1 | 3% | 0% | -3
CC(=O)N1CCc2c(sc(NC(=O)c3ccc(S(=O)(=O)N(C)CC4CCCO4)cc3)c2C(N)=O)C1 (centres undefined) | -2% | -10% | 2
CCOC(=O)c1ccc(NC(=O)Nc2nncs2)cc1 | 8% | -13% | -6
COc1cc(C(=O)N(C)C2CCCCC2)cc(OC)c1OC | -5% | 0% | 10
C/C(COc1ccccc1)=N\NC(=O)c1nnn(-c2nonc2N)c1CSc1ccc(C)cc1 | 3% | -4% | 11
COCCCNC(=O)c1cc(S(=O)(=O)N2CCC3(CC2)OCCO3)ccc1F | -1% | -6% | -7
Next section:
SMILES | PGK inhibitor | POLH inh | RXFP1 antagonist
CC1=C(C(=O)Nc2cc(C(=O)NCc3ccccc3)ccc2C)SCCO1 | 5% | -7% | -3
O=C(O)c1ccc(S(=O)(=O)N2CCCCCCC2)cc1 | -9% | -20% | 6
CCN(Cc1ccncc1)C(=S)Nc1ccccc1C | 10% | -16% | 0
COc1ncnc2c1ncn2CCCN1CCN(c2ccccn2)CC1 | 2% | -4% | 7
COc1cccc(-c2cc(C(=O)O)c3cc4ccccc4cc3n2)c1OC | -11% | 9% | 8
O=C(COC(=O)c1cc(S(=O)(=O)N2CCCCC2)ccc1Cl)NC1CCCCC1 | 0% | -3% | 7
CN(Cc1ccc(F)cc1)C(=O)CN1CCN(S(=O)(=O)c2ccc3c(c2)OCCCO3)CC1 | 0% | -8% | 2
O=C(N/N=C/c1ccc(Cl)cc1)c1ccc2nc[nH]c2c1 | i | 2% | -3
O=Nc1ccc(NO)c2ccccc12 | -4% | -7% | 2
CN1CCN(S(=O)(=O)c2ccc(F)cc2)CC1 | 2% | 6% | 4

Ordered by molar mass (ascending): part of the list above
SMILES | PGK inhibitor | POLH inh | RXFP1 antagonist
CN1CCN(S(=O)(=O)c2ccc(F)cc2)CC1 | 2% | 6% | 4
CC(=O)NC[C@H]1O[C@@H](n2ccc(N)nc2=O)[C@H](O)[C@@H]1O | -6% | -2% | -10
CCN(Cc1ccncc1)C(=S)Nc1ccccc1C | 10% | -16% | 0
CCOC(=O)c1ccc(NC(=O)Nc2nncs2)cc1 | 8% | -13% | -6
O=C(O)c1ccc(S(=O)(=O)N2CCCCCCC2)cc1 | -9% | -20% | 6
O=C(N/N=C/c1ccc(Cl)cc1)c1ccc2nc[nH]c2c1 | i | 2% | -3
COc1cc(C(=O)N(C)C2CCCCC2)cc(OC)c1OC | -5% | 0% | 10
COc1ncnc2c1ncn2CCCN1CCN(c2ccccn2)CC1 | 2% | -4% | 7
COc1cccc(-c2cc(C(=O)O)c3cc4ccccc4cc3n2)c1OC | -11% | 9% | 8
CC1=C(C(=O)Nc2cc(C(=O)NCc3ccccc3)ccc2C)SCCO1 | 5% | -7% | -3
CC(=O)Nc1cccc(NC(=O)C(=O)c2cn(CC(=O)N3CCCC3)c3ccccc23)c1 | 3% | 0% | -3
O=C(COC(=O)c1cc(S(=O)(=O)N2CCCCC2)ccc1Cl)NC1CCCCC1 | 0% | -3% | 7
CN(Cc1ccc(F)cc1)C(=O)CN1CCN(S(=O)(=O)c2ccc3c(c2)OCCCO3)CC1 | 0% | -8% | 2
C/C(COc1ccccc1)=N\NC(=O)c1nnn(-c2nonc2N)c1CSc1ccc(C)cc1 | 3% | -4% | 11
C[C@@H]1CN([C@@H](C)CO)C(=O)CCCn2nncc2CO[C@@H]1CN(C)S(=O)(=O)c1cccs1 | -5% | -19% | -5

Later entries.
SMILES | PGK inhibitor | POLH inh | RXFP1 antagonist
C[C@H]1CN([C@@H](C)CO)C(=O)CCCn2nncc2CO[C@@H]1CN(C)Cc1cccc2c1OCCCO2 | -1% | 1% | 3
CCCN(C)C[C@H]1Oc2cc(C#Cc3ccc(F)cc3)ccc2S(=O)(=O)N([C@H](C)CO)C[C@@H]1C | 6% | -13% | 16
COc1ccc(C(=O)C(=NN)c2ccccc2)cc1 | -17% | -2% | -15
C[C@@H]1CN([C@@H](C)CO)C(=O)c2cc(NC(=O)Nc3cccc4ccccc34)ccc2O[C@@H](C)CCCCO[C@H]1CN(C)C(=O)c1ccccc1 | -7% | -21% | -6
CC(=O)c1ccc(NC(=O)CN2CCN(S(=O)(=O)c3ccc4c(c3)OCCO4)CC2)cc1 | i | 2% | 8
COCC(=O)N(C)C[C@H]1Oc2ncc(C#C[C@H](C)O)cc2C(=O)N([C@@H](C)CO)C[C@H]1C | i | ? | 12
Cc1ccc(-c2ccc(CN3C(CC(C)C)C(=O)N(Cc4cn(CCC5OCCCO5)nn4)CCS3(=O)=O)cc2)cc1 (centres undefined) | -9% | -19% | -10
Cc1ccc(S(=O)(=O)N2C[C@H]3[C@H]4C(=O)N(c5ccccc5)C(=O)[C@H]4C[C@H](OC(=O)NC4CCCC4)[C@@]3(O)C2)cc1 | -7% | -16% | 2
CC1=C(C(=O)N2CCOCC2)CC(CC(=O)NC2CCCC2)C(=O)N1Cc1ccc(C(C)(C)C)cc1 (centres undefined) | 5% | -4% | -10
CCCCC(=O)N1C(C)CCC1C (centres undefined) | -7% | -13% | 2
O[C@H]1C[C@H](c2ccc(Cl)cc2)N(CC2CCCCC2)C[C@@H]1n1cc(C2CC2)nn1 | -9% | -28% | 2
O=C1NN=C2CCCCCCC12 (centres undefined) | 1% | 2% | -9
CN(C)C=Nc1ccc([N+](=O)[O-])c2ccccc12 | 0% | -12% | -5
COCc1ccc(C(=O)N2CCCC(N3CCN(c4cccc(Cl)c4)CC3)C2)s1 (centres undefined) | -3% | -8% | 3
Cc1cccc(C(=O)OCC(=O)N2c3ccccc3CC2C)c1C (centres undefined) | i | -10% | 6
CC(C)c1ccc(NC(=O)COC(=O)Cn2cnc3c2c(=O)n(C)c(=O)n3C)cc1 | -2% | -20% | 5
O=C(CN1CCN(c2cccc(C(F)(F)F)c2)CC1)Nc1ccc2c(c1)OCCCO2 | -4% | -26% | -1
CC(=O)Nc1c(-c2ccc(C)cc2)nc2ccc(Cl)cn12 | -1% | -11% | 2
Cc1cc(F)ccc1NC(=O)c1ccc(NS(=O)(=O)c2cccs2)cc1 | -8% | -9% | 2
C#CCN(C[C@@H]1[C@@H](OC(=O)NCc2ccc(OC)c(OC)c2)[C@@H](OC(=O)NCc2ccc(OC)c(OC)c2)Cn2c(=O)n(CCCCCC)c(=O)n21)S(=O)(=O)c1ccc(C)cc1 | -3% | -12% | -2
CCN(CC)CCCNc1cc(C)c(C#N)c2nc3ccccc3n12 | 3% | -4% | -3
COc1ccccc1S(=O)(=O)N(C)C[C@@H]1OCc2cn(nn2)CCCC(=O)N([C@H](C)CO)C[C@H]1C | -8% | -10% | 5
CC(c1ccccc1)n1ccnc1CO (centres undefined) | i | 0% | 8
O=S(=O)(Nc1cccc(F)c1)c1ccc(S(=O)(=O)N2CCOCC2)cc1 | 1% | 3% | 17
COCOCCn1cc(CN2CCS(=O)(=O)N(Cc3ccc(-c4cccc(CO)c4)cc3)C(CC(C)C)C2=O)nn1 (centres undefined) | -6% | -9% | -1

Part of the list above in order of count of non-hydrogen atoms, smallest number first:
SMILES | PGK inhibitor | POLH inh | RXFP1 antagonist
CCc1nc2c(=O)[nH]cnc2o1 | -7% | -10% | 4
CSc1cccc(NC(=O)C2CCCN(S(C)(=O)=O)C2)c1 (centres undefined) | -4% | -3% | 2
Cc1cccc(C(=O)OCC(=O)N2c3ccccc3CC2C)c1C (centres undefined) | i | -10% | 6

Screening data from PubChem BioAssay.
